FXIa inh: factor XIa (human) inhibition; inhibition, % at 5 µM; 220,000 compounds, 0.14% hits; purified FXIa, Boc-Glu-Ala-Arg-AMC fluorogenic substrate; P03951; AID 798;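 active = inhibition of at least 40%; inactive = inhibition below 40%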;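 also: fluorescence of freed AMC excited at 355 nm; 0% = enzyme without compound and 100% = no enzyme blank; many of its hits are not listed in these tables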
FXIIa inh: inhibitors of human coagulation factor XIIa; inhibition, % at 5 µM; 220,000 compounds, 0.3% hits; purified FXIIa, Boc-QGR-AMC fluorogenic substrate, 2 h; P00748; in the data active = inhibition above about 40%;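 also: 0% = enzyme with no compound and 100% = blank without enzyme; many of its hits are not listed in these tables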
Target sequence (P00748 20-372 limits assumed): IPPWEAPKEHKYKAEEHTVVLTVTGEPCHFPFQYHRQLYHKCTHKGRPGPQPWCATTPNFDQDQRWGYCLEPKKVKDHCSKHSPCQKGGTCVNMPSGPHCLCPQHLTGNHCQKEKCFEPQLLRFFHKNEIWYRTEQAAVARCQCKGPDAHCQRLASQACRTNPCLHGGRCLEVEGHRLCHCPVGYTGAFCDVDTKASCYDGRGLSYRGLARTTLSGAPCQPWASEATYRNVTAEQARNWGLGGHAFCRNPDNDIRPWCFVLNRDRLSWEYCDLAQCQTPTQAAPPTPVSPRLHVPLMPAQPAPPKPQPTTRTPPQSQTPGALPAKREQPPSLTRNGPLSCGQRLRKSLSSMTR
Target sequence (P00748 373-615 limits assumed): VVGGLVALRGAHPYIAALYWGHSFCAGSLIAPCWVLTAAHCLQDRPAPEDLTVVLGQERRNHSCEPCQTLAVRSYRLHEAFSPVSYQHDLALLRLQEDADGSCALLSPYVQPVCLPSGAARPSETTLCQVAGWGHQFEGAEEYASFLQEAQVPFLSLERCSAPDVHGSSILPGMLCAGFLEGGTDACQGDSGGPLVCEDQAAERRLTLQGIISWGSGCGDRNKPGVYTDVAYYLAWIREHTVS
PPC-1+TRAIL kill: compounds killing PPC-1 cancer cells with TRAIL present (potentiator screen, no TRAIL-free arm) | 220,000 compounds, 0.41% hits | cell killing (% activity), % at 4 µM | PPC-1 cells + TRAIL, ATPLite viability luminescence;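 active = cell killing above 50% in the first pass at 4 µM, then a duplicate retest at 5 µM averaging 50% or more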;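 also: plate controls were cells with TRAIL plus DMSO for no effect and medium-only wells lacking cells for full effect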
CHOP inhibitor: blocks CHOP induction under ER stress. AID 2732. inhibition, % at 10 µM. 220,000 compounds, 3.8% hits. CHO-K1 CHOP-promoter luciferase, tunicamycin-induced, 15-18 h;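 active = compounds that reduced the stress-induced luciferase reporter signal by more than about 70% of percent inhibition, limit read from the data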;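 also: 0% = tunicamycin plus vehicle and 100% = wells without tunicamycin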
TNF necrop inh: TNF-alpha cell death inhibition in Jurkat FADD-/- cells. Jurkat FADD-/- TNF necroptosis rescue, ATP luminescence, 24 h; 0 = TNF only, 100 = no-TNF cells. activation (protection from cell death), % at 10 µM. 220,000 compounds, 0.068% hits;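 active = activation, meaning protection from cell death, of at least 50% relative to plate controls; inactive = activation below 50%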;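 also: necroptosis triggered by 40 ng/mL TNF-alpha added together with compound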
PGE2 EP2 inh: blocks the human prostaglandin E2 receptor EP2. P43116. C6 glioma cells expressing human EP2, cAMP TR-FRET; cells stimulated with saturating PGE2. inhibition, % at 25 µM. 260,000 compounds, 0.52% hits. AID 1422;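 active = percent inhibition above 40 after rounding to a whole number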;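 also: rat C6 glioma host cells with rolipram phosphodiesterase inhibitor present; the protocol text gives 20 µM as final concentration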
Target sequence (P43116 whole entry, looked up): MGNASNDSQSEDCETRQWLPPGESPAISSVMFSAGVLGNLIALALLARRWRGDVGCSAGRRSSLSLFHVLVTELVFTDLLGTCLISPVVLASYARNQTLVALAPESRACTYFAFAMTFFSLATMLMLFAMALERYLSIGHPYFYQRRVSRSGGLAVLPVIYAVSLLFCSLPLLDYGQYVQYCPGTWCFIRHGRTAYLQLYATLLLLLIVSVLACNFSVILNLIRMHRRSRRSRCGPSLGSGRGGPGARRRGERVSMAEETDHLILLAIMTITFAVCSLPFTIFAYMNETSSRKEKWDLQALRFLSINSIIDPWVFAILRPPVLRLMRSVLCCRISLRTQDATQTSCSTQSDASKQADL
Tb hexokinase: blocks Trypanosoma brucei hexokinase 1 activity. 220,000 compounds, 0.11% hits. inhibition, % at 10 µM. recombinant TbHK1, G6PDH-coupled NADH A340;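 active = inhibition of 50% or more in the single-dose primary screen; inactive = inhibition below 50%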
Wee1 stabilizer: human Wee1 degradation inhibition, primary screen. P30291. HeLa Luc-Wee1K328M stability, luciferase luminescence; 100% = proteasome inhibitor MG132 effect. reporter increase, % at 5 µM. 220,000 compounds, 1.2% hits;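 active = activation above the mean of all tested compounds plus 3 SD, set per screening run, cut at about 8.8% in these data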;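 also: cells exposed to compound for 20 h before luminescence read; 0% = DMSO alone and 100% = MG132 at 30 µM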
L929 necroptosis: blocks zVAD induced death of L929 cells. viability rescue, % at 10 µM. L929 zVAD necroptosis rescue, ATP luminescence, 24 h; with zVAD 60 µM. AID 1377. 220,000 compounds, 0.38% hits;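 active = activation, scaled between plate controls, above about 75%, limit read from the data; inactive = activation under that limit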;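 also: 0% = zVAD with DMSO and 100% = DMSO alone without zVAD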
The depositor's hits bear a star; / = not tested or not shown; & = joins results of further samples; [ ] = another dose, or the depositor's remark. A portion of the library; rates above refer to the full screens.

Compound | FXIa inh | FXIIa inh | PPC-1+TRAIL kill | CHOP inhibitor | TNF necrop inh | PGE2 EP2 inh | Tb hexokinase | Wee1 stabilizer | L929 necroptosis
CC(C)NCCOCCOc1ccccc1F | 11 | 21 | 18 | 3 | 1.3 | / | -2 | 2 | 0.2
COc1ccc(OC)c(NC(=O)Cc2coc3ccc(C)cc23)c1 | -2 | 13 | 4 | 43 | 1.4 | 6 | 7 | 4 | 0.1
CCOC(=O)C1=C(c2ccccc2)NC(=S)NC1c1cc([N+](=O)[O-])ccc1OC (stereo unspecified) | 3 | 17 | 25 | 3 | -7.0 | 15 | -17 | 1 | -0.2
Fc1ccccc1Cc1noc(CN2CCN(C/C=C/c3ccccc3)CC2)n1 | -3 | 6 | 3 | -1 | 2.5 | 5 | -2 | 2 | -0.3
c1cc2c(cc1C1CCCN1)OCCCO2 (stereo unspecified) | -2 | 5 | 1 | 8 | 0.3 | 14 | 2 | 0 | 1.4
COC(=O)C1=C(SC)N(c2ccccc2)C(c2ccccc2)CC1=O (stereo unspecified) | 11 | 12 | 19 | 7 | 18 | 4 | -23 | 4 | 1.8
Cc1ccc(-c2cnn(-c3cccc([N+](=O)[O-])c3)c2N)cc1 | 15 | 16 | 28 | 42 | -3.3 | 3 | -6 | 1 | 0.3
CC(C)Oc1ccc(/C=N/NC(=O)C2CCCN2S(=O)(=O)c2ccc(Cl)cc2)cc1 (stereo unspecified) | -6 | 10 | 12 | 79* | -3.3 | 10 | -4 | 5 | 0.7
COC(=O)c1cccc(C23CC4(C2)[C@H](CN(Cc2ccc(-c5ccccc5)cc2)[C@@H]4c2ccccc2)C3c2ccc(C(F)(F)F)cc2)c1 (stereo partly specified) | 1 | 15 | 17 | 23 | 2.4 | 19 | -3 | / | 0.0
Cc1cc(C)c(C(=O)Nc2ccc(Br)c(C(F)(F)F)c2)c(C)c1 | -2 | 1 | 10 | 59 | 2.4 | 9 | 37 | 0 | 1.7
O=C(Nc1ccccc1OC(F)F)c1ccc(F)cc1 | -1 | 12 | 13 | 3 | -1.7 | 17 | 0 | 0 | 0.2
Fc1ccc(-n2nnnc2-c2cnc(-c3cccs3)nc2C(F)(F)F)cc1 | -1 | 11 | 3 | 105* | -16 | 6 | -18 | 1 | 0.8
Cc1cc(C)cc(OCC(=O)OCC(=O)NCc2ccco2)c1 | -8 | 0 | -11 | -3 | -0.8 | 4 | 0 | 0 | 0.6
NC(=O)[C@@H]1CC2(CC(c3cccc(NC(=O)COc4ccc(Cl)cc4)c3)=NO2)CN1C(=O)c1ccccc1 (stereo partly specified) | -6 | 2 | -10 | 29 | 0.1 | 21 | -19 | / | 0.1
O=C(c1ccc2c3c(cccc13)CC2)C1CCCN(C(=O)c2ccc[n+]([O-])c2)C1 (stereo unspecified) | -1 | 4 | 19 | 12 | 0.5 | 6 | -20 | 8 | -0.6
O=C1NCCCC1C(=O)NCCNC(=O)C(F)(F)F (stereo unspecified) | 15 | 17 | 4 | -18 | -3.5 | 8 | 1 | 0 | -0.1
Clc1ccc2nc(CSCc3ccccc3)cn2c1 | 4 | 8 | 22 | -23 | 1.0 | 4 | 2 | 7 | 1.0
O=C(Nc1ccccc1)N1CCN(S(=O)(=O)c2ccccc2)CC1 | -5 | 0 | 9 | -5 | 3.3 | 5 | -6 | 2 | 0.8
CC(C)CC(=O)Nc1ccc(C(=O)NNC(=S)NC(=O)C2CCCCC2)cc1 | 5 | 17 | 1 | 61 | -7.9 | 5 | 6 | -1 | 0.5
CN(C)C(CNC(=S)Nc1cccc(Cl)c1)c1cccnc1 (stereo unspecified) | -1 | 6 | -3 | 1 | -0.1 | 4 | -7 | 4 | -0.8
Cc1c(NC(=S)NC(=O)COc2ccccc2)c(=O)n(-c2ccccc2)n1C | 7 | 8 | -6 | 0 | 1.9 | 5 | 0 | 5 | 0.3
O=C(CSc1nnc(Cc2ccccc2)o1)c1ccccc1 | -3 | 10 | / | 1 | 24 | 10 | -2 | 1 | 6.6
O=C(NCC1CCCO1)c1ccc(OC2CCN(C(=O)C3CC3)CC2)cc1 (stereo unspecified) | 2 | 11 | 24 | 0 | 1.4 | 2 | -4 | 0 | 1.3
COc1ccc(/C=N/NC(=O)c2cccnc2)cc1CSc1ccccn1 | 0 | 3 | -6 | -16 | -10 | 9 | -40 | 2 | 2.1

2 consecutive compounds from above, quoted:
Compound | FXIa inh | FXIIa inh | PPC-1+TRAIL kill | CHOP inhibitor | TNF necrop inh | PGE2 EP2 inh | Tb hexokinase | Wee1 stabilizer | L929 necroptosis
O=C(CSc1nnc(Cc2ccccc2)o1)c1ccccc1 | -3 | 10 | / | 1 | 24 | 10 | -2 | 1 | 6.6
O=C(NCC1CCCO1)c1ccc(OC2CCN(C(=O)C3CC3)CC2)cc1 (stereo unspecified) | 2 | 11 | 24 | 0 | 1.4 | 2 | -4 | 0 | 1.3

Next part
Compound | FXIa inh | FXIIa inh | PPC-1+TRAIL kill | CHOP inhibitor | TNF necrop inh | PGE2 EP2 inh | Tb hexokinase | Wee1 stabilizer | L929 necroptosis
CCCCn1c(SCC(=O)Nc2cc(C)on2)nnc1-c1cccnc1 | -3 | -10 | 10 | 5 | -1.0 | 6 | 0 | 5 | -0.1
CNC(=O)COC(=O)c1ccccc1Nc1ccccc1 | -5 | 0 | 25 | 7 | 0.2 | 8 | -6 | -3 | 2.2
OCCC1CN(Cc2ccc3c(c2)CCO3)CCN1C1CCCC1 (stereo unspecified) | 2 | 11 | 17 | -7 | -0.5 | 9 | 3 | 6 | -0.5
CC(C)OC(=O)/C(=C\C=C\c1ccccc1)NC(=O)c1ccccc1 | 0 | 2 | -4 | -10 | -4.1 | 9 | -8 | -3 | -0.4
O=C(c1cccc(Cl)c1)N1CCC(c2nc3ccccc3[nH]2)CC1 | -4 | 7 | 14 | 2 | 2.4 | 10 | -3 | 0 | 3.8
Cc1ccc(C)n1-c1ccc(C(=O)NN=C2CCCC2)cc1 | -3 | 5 | -14 | 26 | -0.3 | 5 | -9 | -3 | 2.5
CCN1CCN(C(=O)C2(NC(=O)Nc3ccccc3Cl)CCCCC2)CC1 | 9 | 16 | 11 | 4 | -0.3 | 10 | -4 | 2 | -0.9
O=C(CN1CCN(c2ccc(Cl)cc2)CC1)N1CCCC1 | 3 | 11 | -2 | 26 | -0.6 | 9&8 | -5 | 0 | 0.7
Cc1ccc(-c2csc(NC(=O)CSC3=NCCS3)n2)cc1 | 4 | 14 | 25 | 29 | -3.3 | 4 | 12 | -1 | 0.3
CN1C(=O)CSc2ccc(NC(=O)Nc3ccccn3)cc21 | -5 | 3 | 11 | 44 | 11 | 20 | 2 | 2 | 55
Cc1ccc(/C=N/c2sc3c(c2C#N)CCC3)o1 | 1 | 15 | 28 | -1 | -0.8 | 8 | -7 | 0 | 0.3
CN(C(=O)CSc1nc2c(cnn2-c2ccccc2)c(=O)[nH]1)C1CCS(=O)(=O)C1 (stereo unspecified) | 2 | 11 | 9 | 0 | 0.0 | 5 | 0 | 1 | 0.6
COC(=O)N(NC(=O)C(O)(CCC(C)C)CCC(C)C)c1ccccc1 | -5 | 10 | 9 | 42 | -0.7 | 4 | 4 | -2 | /
O=C(Nc1ccccc1)c1cccc(N2CCCC2=O)c1 | -9 | -10 | 16 | 24 | -0.5 | 9 | -3 | 0 | 0.2
Cc1ccc(S(=O)(=O)Nc2ccc(O)c(Sc3ncn[nH]3)c2)cc1 | 7 | 12 | 0 | 0 | 0.9 | 9&9 | 2 | -2 | 1.0
CCCc1oc(C(=O)O)cc1CN1CCCC1 | 4 | 15 | 14 | -2 | -0.5 | 15&8 | 2 | 0 | -0.3
Cn1ccnc1SCC(=O)c1ccc(Cl)cc1 | -2 | 0 | 1 | -4 | 0.1 | 18 | -5 | -3 | -0.1
Cc1ccccc1NC(=O)C1CCC(C)(C(=O)O)C1(C)C (stereo unspecified) | 0 | 9 | 24 | -6 | -0.4 | 7 | 0 | 0 | -0.1
OC(CN1CCOCC1)C12CC3CC(CC(C3)C1)C2 (stereo unspecified) | 4 | -4 | -2 | 6 | 0.4 | 11 | 3 | 5 | 0.2
CC(=O)c1cccc(NC(=O)c2cccc(S(=O)(=O)N(C)C)c2)c1 | -1 | 6 | 34 | 10 | -2.4 | 7 | 1 | -1 | 0.0
CCOc1ccc(OCc2cccc(C(=O)O)c2)cc1 | -3 | 4 | 59*[5 µM] | 109* | / | 5 | / | / | /
CCOC(=O)N1CC(=O)Nc2ccc(Br)cc2C1c1ccccc1 (stereo unspecified) | 0 | 7 | 6 | 8 | -7.9 | 9 | -6 | 0 | -1.4
O=C1OC(/C(=C\Nc2cc(Cl)ccc2O)[N+](=O)[O-])c2ccccc21 (stereo unspecified) | -4 | 2 | 10 | 9 | -5.0 | 15 | -11 | 0 | 54
COCCN1C(=O)C(=O)/C(=C(/O)c2ccc(S(=O)(=O)N3CCOCC3)cc2)C1c1cccc(O)c1 (stereo unspecified) | 1 | 6 | -4 | 19 | 1.1 | 11 | -33 | -1 | 0.1
C#CCN1C(=O)S/C(=C/C=C/c2ccc(N(C)C)cc2)C1=O | 0 | -3 | 23 | 35 | -1.6 | 9 | 24 | -1 | 0.5
CCOc1ccc(C2OC(=O)Cc3cc(OC)c(OC)cc32)cc1 (stereo unspecified) | 7 | 14 | 11 | 63 | -1.4 | 8 | 8 | 0 | 0.0
CNCC(O)Cn1c2c(c3ccccc31)CCCC2 (stereo unspecified) | -3 | 0 | 17 | 24 | 5.6 | 8&4 | 1 | -3 | -0.8
COc1ccc(NC(=O)c2cc(-c3cc(C)ccc3O)n[nH]2)cc1Cl | 5 | 12 | 14 | 78* | -14 | 4 | 0 | -2 | 0.5
COc1cc(SC)ccc1C(=O)N1CC(C)OC(C)C1 (stereo unspecified) | 1 | 9 | 3 | -5 | -1.1 | 5 | -7 | 0 | 0.2
CCOC(=O)N(C)c1ccc(C(O)(C(F)(F)F)C(F)(F)F)cc1 | -5 | 6 | -6 | 65 | -1.9 | 10 | -4 | -1 | 8.8
C=CCC1(C#N)C(=S)NC2=C(C(=O)CC(C)(C)C2)C1c1ccc(Br)cc1 (stereo unspecified) | -8 | -6 | 0 | 49 | 1.4 | 2 | -8 | -1 | 0.2
CC(=O)NC(Cc1ccc(F)c(F)c1)C(=O)NC1CCN(C(=O)c2ccc(C)cc2)CC1 (stereo unspecified) | -6 | 2 | -6 | 4 | 0.3 | -1 | -4 | -5 | 2.0
COc1ccc(CCN(C)Cc2ccc(OC)c(OCc3ccccc3)c2)cc1OC | -8 | -10 | -16 | 52 | 0.7 | 6 | 2 | -1 | -0.2
CN(C)c1ccc(C(=O)/C=C/c2ccccc2)cc1 | 4 | 12 | 8 | 0 | -0.9 | 5 | -6 | 0 | 1.5
CC(C)Oc1ccc(C2c3c(oc4ccccc4c3=O)C(=O)N2CCCN2CCOCC2)cc1 (stereo unspecified) | 3 | 22 | 8 | 28 | 0.9 | 7 | -2 | 3 | 0.9
Cc1cc(C(=O)Nc2nnc(C3CCCCC3)s2)cs1 | 3 | 13 | 18 | 15 | 3.5 | 7 | -12 | 0 | 5.8
CC(C)n1nc(C(=O)NCCc2ccc(S(N)(=O)=O)cc2)c2ccccc2c1=O | -6 | -1 | 3 | 14 | -0.7 | 18 | -8 | 0 | 0.8

High-throughput results: PubChem BioAssay, several laboratories
